# Screening data from PubChem BioAssay.
# MCL1 BIM primary – MCL1-BIM-BH3 interaction inhibition (human). GST-MCL1 / FITC-Bim-BH3 fluorescence polarization. inhibition, % at 10.9 µM. actives 0.68% (n = 320,000). Q07820;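 active means inhibition above the mean inhibition of all tested compounds plus 3 SD, set per campaign, cut at about 40% in these data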;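 further: 0% = DMSO wells and 100% = unlabeled Bim-BH3 peptide control; higher means more loss of mP so more displacement of Bim peptide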
# Target sequence (Q07820 whole entry, looked up): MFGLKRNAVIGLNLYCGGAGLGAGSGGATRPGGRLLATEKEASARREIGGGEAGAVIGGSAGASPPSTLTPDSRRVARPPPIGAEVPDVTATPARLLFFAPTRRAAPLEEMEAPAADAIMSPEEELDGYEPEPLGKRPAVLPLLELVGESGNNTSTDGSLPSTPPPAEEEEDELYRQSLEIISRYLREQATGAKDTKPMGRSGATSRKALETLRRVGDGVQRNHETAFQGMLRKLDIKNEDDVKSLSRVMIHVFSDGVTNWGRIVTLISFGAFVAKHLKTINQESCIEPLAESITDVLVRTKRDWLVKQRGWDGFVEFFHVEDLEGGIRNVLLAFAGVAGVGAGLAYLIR
# Efflux pump inh – inhibitors of Candida antifungal efflux pumps expressed in yeast; S. cerevisiae Candida pump triplex, Nile Red efflux; inhibition, % at 10 µM; actives 0.44% (n = 330,000); AID 485275;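 active means plate passing quality check with inhibition over a set limit, or well fluorescence over plate mean plus 4 SD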;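 further: Nile Red retained in pooled yeast measured as flow cytometry median fluorescence; 0% = buffer negative control and 100% = Enniatin B positive control; higher means more Nile Red kept so more efflux inhibition; some compounds called inactive have numbers as strong as hits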
# Fam108B inh – Fam108B inhibition, counter-screen for RBBP9 inhibitors; recombinant Fam108B, FP-Rh probe fluorescence polarization; inhibition, % at 9.51 µM; actives 0.33% (n = 300,000); AID 1947;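 active means inhibition above the screen mean inhibition plus 3 SD, computed separately per campaign, cut at about 18% in these data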;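 further: inhibitors lower polarization as less probe binds the enzyme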
# Bcl-xL primary – Bcl-xL (human) inhibition; Q07817; GST-Bcl-xL / FITC-Bim BH3 peptide fluorescence polarization; inhibition, % at 10.9 µM; actives 0.7% (n = 320,000); AID 2129;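 active means inhibition above the mean of all tested compounds plus 3 SD, cutoff set per campaign, cut at about 30% in these data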;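 further: 0% = DMSO wells and 100% = unlabeled Bim-BH3 peptide competitor; inhibitors lower millipolarization by displacing the labeled peptide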
# VLA-4 inh – inhibition in a human VLA-4 binding assay. actives 0.2% (n = 330,000). AID 2557. VLA-4 expressing cells, ligand binding flow cytometry. inhibition, % (about 7 µM as worked out from the volumes in the protocol); in the data active means inhibition above about 50%
# PME-1 inh – blocks human protein phosphatase methylesterase 1; Q9Y570; recombinant PME-1, FP-Rh probe fluorescence polarization; inhibition, % at 5.9 µM; actives 0.53% (n = 320,000);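 active means inhibition above the campaign mean of all compounds plus 3 SD, cut at about 26% in these data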;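 further: competitive labeling of PME-1 active site by serine hydrolase directed probe; 0% = PME-1 with DMSO and 100% = wells lacking PME-1 enzyme; inhibitors block probe labeling so polarization falls and inhibition rises; many of its hits are not listed in these tables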
# GRK2 aptamer HTS – blocks RNA aptamer binding to human GRK2. bead flow cytometry, FAM-aptamer displacement from GRK2. actives 0.59% (n = 330,000). inhibition of aptamer binding, % at 10 µM. P25098;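 active means inhibition of aptamer binding above 40%, roughly 3 SD of noise, on plates passing a quality check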;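 further: median bead fluorescence of bound FAM aptamer so fluorescent compounds give negative values; no value below 0 was filed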
# Target sequence (P25098 whole entry, looked up): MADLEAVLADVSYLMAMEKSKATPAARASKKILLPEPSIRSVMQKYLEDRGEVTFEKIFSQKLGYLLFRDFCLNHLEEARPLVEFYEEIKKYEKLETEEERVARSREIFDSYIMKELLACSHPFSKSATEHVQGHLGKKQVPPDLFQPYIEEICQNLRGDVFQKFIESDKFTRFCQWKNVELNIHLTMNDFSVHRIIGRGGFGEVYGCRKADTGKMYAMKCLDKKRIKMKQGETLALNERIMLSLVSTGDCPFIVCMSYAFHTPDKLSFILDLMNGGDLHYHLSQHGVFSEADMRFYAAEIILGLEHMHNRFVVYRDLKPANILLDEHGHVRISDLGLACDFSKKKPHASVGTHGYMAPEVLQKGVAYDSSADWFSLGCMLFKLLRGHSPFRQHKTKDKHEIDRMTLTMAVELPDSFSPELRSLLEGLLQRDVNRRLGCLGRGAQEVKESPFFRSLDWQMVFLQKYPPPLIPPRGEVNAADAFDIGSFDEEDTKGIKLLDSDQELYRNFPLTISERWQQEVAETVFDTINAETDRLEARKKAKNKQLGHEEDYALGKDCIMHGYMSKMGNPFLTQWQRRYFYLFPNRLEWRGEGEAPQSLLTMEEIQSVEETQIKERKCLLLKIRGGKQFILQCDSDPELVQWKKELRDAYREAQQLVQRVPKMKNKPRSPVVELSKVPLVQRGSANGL
# MEX-5 binding – C. elegans MEX-5 TCR-2 RNA binding activity; Q9XUB2; MEX-5/FITC-TCR2 RNA binding, fluorescence polarization; stronger effect = lower value; activity score (negative = inhibition of binding), % at 10 µM; actives 0.38% (n = 300,000); AID 1832;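 active means inhibition past about -25% in most replicates, and total fluorescence under double the plate's negative control median, limit read from the data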;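 further: 0% = DMSO and -100% = 5 µM competing unlabeled TCR2 RNA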
# GLD-1 TGE inh – GLD-1-TGE RNA interaction inhibition (C. elegans) | Q17339 | purified GLD-1 + fluorescein TGE RNA, fluorescence polarization | inhibition, % at 5.96 µM | actives 0.44% (n = 320,000) | AID 2280;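 active means percent inhibition above a per-plate cutoff, the plate mean of test compounds plus 3 SD, cut at about 30% in these data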;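 further: 0% = DMSO wells with GLD-1 and probe and 100% = wells lacking GLD-1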
# Active calls of the source: *; x = no result given.
SMILES,MCL1 BIM primary,Efflux pump inh,Fam108B inh,Bcl-xL primary,VLA-4 inh,PME-1 inh,GRK2 aptamer HTS,MEX-5 binding,GLD-1 TGE inh
COC(=O)C1=CN(Cc2ccc(OC)c(OC)c2)C=C(C(=O)OC)C1c1ccccc1F,x,0.0,x,x,-8,x,3,-0.5,x
Cc1ccc(O)c(NC(=O)c2cc([N+](=O)[O-])ccc2Cl)c1,9,0.3,2,10,-23,-7,0,-3.6,-2
COc1ccc(-c2csc3ncnc(N4CCN(c5ccccc5[N+](=O)[O-])CC4)c23)cc1,6,-0.2,-4,2,2,-2,2,-0.3,4
CC(NC(=O)C(=O)N1CCCCC1)C(c1cccs1)N1CCN(C)CC1 (stereo not drawn),-3,-0.1,-2,-4,11,5,0,-2.5,-8
CC1(C)CC(CCN(Cc2ccccc2)C(=O)c2ccco2)(c2ccccc2)CCO1 (stereo not drawn),1,0.6,0,-1,3,6,3,-0.9,2
O=C(CSc1nnc(CNC(=O)c2ccccc2F)o1)c1ccc(Cl)cc1,4,0.1,3,0,5,-5,1,2.9,4
CC(C)(C)NC(=O)NC(=O)CSc1nnc(COc2ccccc2Cl)o1,-1,0.1,0,-5,-1,6,3,0.3,-2
Cc1nnc(Nc2ccc3c(c2)ncn3C)c2ccccc12,-1,0.2,1,4,-5,4,0,-0.9,1
Cc1ccc(C(C)C)c(OCC(=O)NNC(=O)Nc2ccccc2)c1,2,0.0,1,4,-8,3,0,x,-1
Cc1ccc(-n2c(-c3cnccn3)n[nH]c2=S)c(Br)c1,-13,-0.1,0,-19,14,-4,0,0.3,1
CCN1CCN(c2ncnc3c2cnn3-c2ccc(C)cc2C)CC1,9,-0.1,0,10,37,4,0,3.0,-2
Cn1c(NC(=O)C2CCCO2)cc(=O)n(C)c1=O (stereo not drawn),-1,-0.1,3,0,6,-2,0,-0.1,1
O=C(OCC(=O)c1c[nH]c2ccccc12)c1ccc([N+](=O)[O-])s1,-8,-0.1,8,-2,24,16,7,-6.7,11
O=C(c1ccc(F)cc1)c1c[nH]c(C(=O)NCCCN2CCOCC2)c1,6,-0.1,-3,4,5,3,0,0.5,-2
CS(=O)(=O)c1nncn1-c1ccccc1,4,0.1,-2,0,8,-5,0,0.3,-7
N#C/C(=C/Nc1ccccc1)c1ccsc1,1,0.2,6,-5,9,0,0,-1.7,10
CN(C(=O)c1ccc(NC(=O)Cc2cccc(NC(=O)C3CCCN(C(=O)C4CCCC4)C3)c2)cc1)C1CCCC1 (stereo not drawn),-4,0.2,x,-4,-1,-4,0,x,-1
COc1cc(C)nc(Nc2nc(C)c(C(C)=O)s2)n1,1,0.1,1,1,-7,-3,0,1.8,7
CCCC(O)(CCC)C(=O)NN(C(=O)CCl)c1ccccc1,5,-0.4,2,3,-11,8,0,-0.2,0
C=CCC(CC=C)(C(N)=O)c1ccccc1,8,-0.3,6,6,-3,-6,0,0.9,7
COC(=O)c1[nH]c2ccc(C)cc2c1NC(=O)Oc1ccccc1,2,-0.1,0,14,1,3,3,-0.4,5
Cc1ccc(NC(=O)c2cc(-c3cccs3)on2)cc1C,2,0.0,4,2,6,-1,0,-2.5,0
CN(CC(=O)Nc1cccc(F)c1)C(=O)c1cccnc1Sc1ccccc1,3,0.2,1,0,9,1,2,2.4,5
Cc1nc(C(=O)Nc2ccc(Cl)cc2)nn1-c1ccc([N+](=O)[O-])cc1,-4,-0.1,1,1,10,3,2,-1.0,-2
CON(C)C(=O)CCC1CCCN1C(=O)OC(C)(C)C (stereo not drawn),x,0.0,x,x,-1,x,0,x,2
COc1cc(NC(=O)c2cccc([N+](=O)[O-])c2)ccc1NC(=O)c1cc2ccccc2o1,-4,0.2,-3,2,-5,-7,0,0.1,4
Cc1oc(-c2ccccc2)cc1C(=O)NCc1ccncc1,4,0.1,-1,2,1,-5,0,6.4,-3
COc1ccc2c(c1)nc(NCCCO)n2Cc1ccccc1,3,0.0,14,5,-3,-3,0,-0.6,0
CCOc1ccccc1N(CC(=O)Nc1cccc(OC)c1)S(=O)(=O)c1ccccc1,5,0.2,2,9,14,-2,2,-0.5,-8
Fc1ccc(COc2ccc(-c3nnco3)cc2)c(Cl)c1,2,-0.1,-1,6,5,-1,0,-2.8,3
COC(=O)c1ccc(NC(=O)COC(=O)c2nc3nccc(C)n3n2)cc1,7,0.0,-4,2,19,-3,1,0.3,3
CC1Cc2ccccc2N1S(=O)(=O)c1cccc(C(=O)OCC(=O)NCc2ccco2)c1 (stereo not drawn),-2,0.1,1,0,9,1,3,x,0
COc1ccc(N(CC(=O)NCc2ccc3c(c2)OCO3)C(=O)CCC(=O)Nc2ccccn2)cc1,3,0.2,-1,-4,-14,6,0,0.5,9
COc1ccc(C/C(N)=N/O)cc1,3,-0.1,1,-1,3,2,0,0.8,-8
Cn1cc(C(CO)Cc2ccccc2)c2ccccc21 (stereo not drawn),3,-0.1,x,1,-7,5,2,x,-3
CC(OC(=O)Cn1[nH]c(=O)c2ccccc2c1=O)C(=O)c1ccccc1 (stereo not drawn),-15,0.1,-2,3,3,5,0,1.1,-3

# A different layout for 2 compounds above.
Molecule	MCL1 BIM primary	Efflux pump inh	Fam108B inh	Bcl-xL primary	VLA-4 inh	PME-1 inh	GRK2 aptamer HTS	MEX-5 binding	GLD-1 TGE inh
COc1cc(NC(=O)c2cccc([N+](=O)[O-])c2)ccc1NC(=O)c1cc2ccccc2o1	-4	0.2	-3	2	-5	-7	0	0.1	4
CON(C)C(=O)CCC1CCCN1C(=O)OC(C)(C)C (stereo not drawn)	x	0.0	x	x	-1	x	0	x	2

# Remaining list, next part
SMILES,MCL1 BIM primary,Efflux pump inh,Fam108B inh,Bcl-xL primary,VLA-4 inh,PME-1 inh,GRK2 aptamer HTS,MEX-5 binding,GLD-1 TGE inh
Cc1cc(F)ccc1S(=O)(=O)Nc1ccccc1C(=O)Nc1ncn[nH]1,3,0.0,1,0,9,-2,0,0.7,3
Cc1ccccc1CN1C2=NCCN2c2ccccc21,14,0.0,-2,10,-23,1,0,2.0,2
CC(C)C[C@H](NC(=O)[C@H]1N2C(=O)c3ccccc3C2SC1(C)C)C(=O)N[C@@H](Cc1ccccc1)C(=O)O (stereo partly drawn),4,0.2,1,3,-10,3,0,1.2,4
OCCNc1nc(-c2cccnc2)nc2ccccc12,2,0.0,-2,8,10,0,0,-0.5,-8
CC(Cc1ccccn1)NC(=O)CCc1nnc(C2CCCCC2)o1 (stereo not drawn),-3,-0.1,-2,-1,-7,-5,3,-1.3,5
O=c1cc(-c2ccccc2)cc(-c2ccccc2)n1CCCO,5,-0.1,-1,7,-17,-6,0,-0.6,-4
COC(=O)C12CC3CC(C1)CC(n1cnc(Cl)n1)(C3)C2,1,-0.1,-2,0,-1,-2,0,2.2,3
O=C(CSc1nnc(Cc2cccs2)n1Cc1ccco1)Nc1cccc(Cl)c1,-7,-0.1,1,-5,11,-1,1,0.7,-10
CCN(CC)S(=O)(=O)c1cccc(-c2nnc(SCC(=O)NC3CCCCCC3)n2N)c1,4,0.1,-2,2,7,2,0,-0.8,4
Cc1c(O)nc(SCC(=O)Nc2cccc(C(F)(F)F)c2)n(-c2ccccc2)c1=O,x,-0.1,x,x,-14,x,2,-2.9,x
Cc1c(C)c2ccc(OCC(=O)Nc3ccccn3)c(C)c2oc1=O,1,0.0,-5,3,-3,1,1,0.6,5
COC(=O)c1sc(NC(=O)COc2cccc3ccccc23)nc1C,1,-0.1,-9,1,12,-6,4,-1.1,-4
COc1ccc(C(CNC(=O)C(C)(C)Oc2ccc(Cl)cc2)N2CCCC2)cc1 (stereo not drawn),4,0.1,x,2,-4,0,0,x,-1
COc1ccc(C(=O)/C=C/c2ccc(C)cc2)c(OC(=O)c2ccc([N+](=O)[O-])cc2)c1,5,-0.1,-1,1,16,-1,0,1.9,5
O=C(O)CCc1nn2c3ccccc3n(CCN3CCCCC3)c2nc1=O,6,-0.2,1,4,0,6,0,-3.3,6
CCc1ccc(NS(=O)(=O)c2ccc3[nH]cc(C(=O)N4CCCCC4)c(=O)c3c2)cc1,5,-0.1,-1,3,0,1,16,1.3,-3
CCOc1ccc(N=C2NN=C(c3cc(C)n(CC4CCCO4)c3C)CS2)cc1 (stereo not drawn),7,-0.1,0,3,3,0,0,2.3,-1
O=C(Nc1nnc(S(=O)(=O)N2CCOCC2)s1)c1ccccc1F,2,-0.1,-2,1,8,-3,0,1.9,4
O=S(=O)(Nc1cccc2c1CCCC2)c1ccc(Cl)cc1,-7,-0.1,-1,4,37,4,3,-2.6,7
O=C(CCNC(=O)C1CCN(S(=O)(=O)c2ccc(F)cc2)CC1)NCc1cccnc1,3,0.5,-2,5,3,11,1,0.1,1
O=C(CSc1nnc(-c2ccncc2)o1)NC1C2CC3CC(C2)CC1C3 (stereo not drawn),-4,0.2,2,6,4,-3,1,0.8,2
CCOCCn1c(CN2CCCCC2C)nc2c1c(=O)n(C)c(=O)n2C (stereo not drawn),10,0.1,5,8,11,3,1,1.2,4
CCCCCCCC(=O)N/N=C(\C)c1cccnc1,10,-0.1,-1,2,0,-1,1,-0.8,-6
CCc1ccc(OCCOC(=O)Nc2ccccc2)cc1,2,-0.1,-1,-1,-1,-3,0,-0.4,1
CCOc1ccc2nc(Cl)c(/C=C/C(=O)c3ccco3)cc2c1,26,0.0,-13,4,16,-3,1,0.7,5
CC1CCCCC1NC(=O)COC(=O)/C=C/c1ccc2c(c1)OCO2 (stereo not drawn),-4,0.0,-2,3,21,-4,4,-1.1,2
COC(=O)c1ccc2c(c1)NC(=O)CS2,-3,0.0,0,-1,-6,-2,3,-0.3,4
CCn1c(SCC(=O)c2c(N)n(C)c(=O)n(C)c2=O)nnc1-c1ccccc1,-7,0.0,0,1,29,4,3,-1.2,2
COc1cccc(CNC(=O)COc2cc3c(c4oc(=O)cc(C)c24)CCC(C)(C)O3)c1,5,0.4,-1,9,-30,-1,3,0.9,-13
O=C1CN(c2ccccc2)C(=S)N1C(=O)c1ccccc1,4,-0.1,-6,-2,3,-8,1,15,4
O=C(NCC(c1cccnc1)N1CCN(c2ccccc2F)CC1)c1ccccc1 (stereo not drawn),-1,-0.1,-4,0,3,4,0,1.5,-2
CCCCc1nc2ccccc2c(=O)n1NC(=O)c1c(O)c2ccccc2n(C)c1=O,12,0.1,-1,2,5,-2,1,4.6,-6
CN1CCC2(CC1)N=C(c1ccc(F)cc1)C(=S)N2C(=O)c1ccc(C(C)(C)C)cc1,2,-1.9,1,7,3,4,0,x,3
COc1cccc(C(=O)Nc2nnc(S(=O)(=O)N3CCCC3)s2)c1,8,0.0,-4,0,6,0,3,0.3,11
Cc1ccc(-c2nnc(NCCCO)c3ccccc23)cc1,-4,0.1,0,0,-1,-2,0,-0.7,2
CCOC(=O)c1cnc2c(C(F)(F)F)cccc2c1N1CCN(C)CC1,6,-0.1,0,6,-9,0,0,2.1,-3
Cc1ccccc1NC(=O)CC1SC(=Nc2ccc(O)cc2)NC1=O (stereo not drawn),-2,0.4,-3,1,-5,-1,0,-1.3,-4
Cc1cc(C(C)(C)C)cc(S(=O)(=O)Nc2ccc(O)c(C(=O)O)c2)c1C,6,0.0,-4,2,5,-6,0,0.8,5
CC(C)Cn1c(SCC(=O)NC2CCCc3ccccc32)nc(O)cc1=O (stereo not drawn),4,0.1,3,-1,7,-12,6,-0.3,8
CN1CC[C@]2(CCN3CCc4c(oc5ccccc45)[C@@H]3C2)N(C)C1=O,4,0.0,2,3,35,-8,2,x,-2
CCN(CC)S(=O)(=O)c1ccc(Cl)c(NC(=S)NC(=O)C2CCCC2)c1,1,-0.2,x,3,19,-5,2,x,2

# These rows are one share of the data; rates above refer to the full screens.
